Neddyl block: cullin neddylation inhibition; P61081+Q13564; calls only at 25 µM; TR-FRET cullin neddylation, biochemical; 360,000 tested, 0.58% active; in the data active = inhibition above about 36%
MT1-MMP act inh: MT1-MMP (human) activation inhibition; P50281; GFP/RFP ratio change, % at 20 µM; HT1080 RFP-PRO-GFP cells, GFP/RFP ratio fluorescence, overnight; percent of plate control window, DMSO zero; AID 651647; 360,000 tested, 0.061% active;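 active = GFP/RFP ratio change of at least 30% with cell ATP level not reduced by more than half and red fluorescence within 50% of control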; also: strong numbers were not always called active
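Assay system: HT1080 RFP-PRO-GFP cells. Benchmarks: DMSO vehicle wells and RFP-L50D-GFP reporter cell wells. Times: overnight cell settling, then overnight compound exposure, 37 °C, 5% CO2. Compound: 20 µM single dose, 1% DMSO. Read-out basis: GFP/RFP fluorescence ratio.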
MsrA inh: bovine MsrA inhibition; purified bovine MsrA, absorbance read-out; inhibition, % at 15.5 µM; 360,000 tested, 0.75% active; in the data active = inhibition above about 4.5%;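 also: 0% = vehicle wells with enzyme and 100% = reference inhibitor wells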
bovine MsrA act: activates bovine MsrA enzyme; 360,000 tested, 0.3% active; purified bovine MsrA, absorbance read-out; activation, % at 10.6 µM; in the data active = activation above about 7.5%;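 also: 0% = vehicle and 100% = reference activator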
SKN-1 inh: C. elegans SKN-1 inhibition | C. elegans VP596 Pgst-4::GFP/RFP ratio, acrylamide-induced, 24 h | inhibition, % at 21.8 µM | 360,000 tested, 0.49% active;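 active = interference check ratio from 0.5 to 1.5 plus GFP to RFP signal ratio inhibition reaching or exceeding a fixed threshold, cut at about 30% in these data, passing the limit was not always enough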; also: some compounds called inactive have numbers as strong as hits
FAS-TE inh: inhibitors of human fatty acid synthase thioesterase domain; inhibition, % at 15 µM; recombinant FAS-TE, OMFH fluorogenic substrate, fluorescence endpoint; AID 602261; 360,000 tested, 0.67% active;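 active = compounds whose normalised, plate-corrected inhibition of enzyme fluorescence in the single-dose primary screen is 50% or more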;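 also: 0% = DMSO with enzyme and 100% = substrate without enzyme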
Rin1-Abl PPI inh: blocks binding of human Rin1 to Abl. TR-FRET Rin1/Abl binding, biochemical. inhibition, % at 7.35 µM. 360,000 tested, 0.4% active; in the data active = inhibition above about 5%, passing the limit was not always enough
Target sequence (P00519 whole entry, looked up): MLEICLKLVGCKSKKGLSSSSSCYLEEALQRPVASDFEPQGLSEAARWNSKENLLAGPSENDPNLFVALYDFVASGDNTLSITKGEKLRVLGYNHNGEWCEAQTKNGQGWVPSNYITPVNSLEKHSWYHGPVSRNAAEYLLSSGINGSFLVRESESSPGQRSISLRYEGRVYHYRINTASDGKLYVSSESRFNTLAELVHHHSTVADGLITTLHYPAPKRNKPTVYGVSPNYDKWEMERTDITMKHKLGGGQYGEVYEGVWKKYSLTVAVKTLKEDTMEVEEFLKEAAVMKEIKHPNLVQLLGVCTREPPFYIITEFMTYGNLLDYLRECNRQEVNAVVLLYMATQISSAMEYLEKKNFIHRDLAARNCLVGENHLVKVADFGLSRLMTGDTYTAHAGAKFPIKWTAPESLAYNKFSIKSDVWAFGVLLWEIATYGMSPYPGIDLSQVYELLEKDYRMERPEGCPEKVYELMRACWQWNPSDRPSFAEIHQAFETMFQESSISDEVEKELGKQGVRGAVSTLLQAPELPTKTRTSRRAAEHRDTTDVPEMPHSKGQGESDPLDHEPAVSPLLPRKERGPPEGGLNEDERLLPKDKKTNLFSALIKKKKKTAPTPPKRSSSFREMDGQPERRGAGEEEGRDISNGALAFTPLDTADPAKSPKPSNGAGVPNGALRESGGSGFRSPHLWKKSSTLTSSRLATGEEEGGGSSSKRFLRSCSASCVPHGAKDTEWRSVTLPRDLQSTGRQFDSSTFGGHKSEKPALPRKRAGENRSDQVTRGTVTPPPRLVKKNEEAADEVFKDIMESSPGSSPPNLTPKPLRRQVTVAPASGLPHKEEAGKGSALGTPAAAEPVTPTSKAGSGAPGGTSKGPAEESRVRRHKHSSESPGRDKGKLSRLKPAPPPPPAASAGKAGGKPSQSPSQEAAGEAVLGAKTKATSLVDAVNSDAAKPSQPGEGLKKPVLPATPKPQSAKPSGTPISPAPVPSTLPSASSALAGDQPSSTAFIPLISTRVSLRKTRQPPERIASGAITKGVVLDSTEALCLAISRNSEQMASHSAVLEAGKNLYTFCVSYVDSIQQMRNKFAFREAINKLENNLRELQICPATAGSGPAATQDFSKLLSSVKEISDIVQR
Target sequence (Q13671 whole entry, looked up): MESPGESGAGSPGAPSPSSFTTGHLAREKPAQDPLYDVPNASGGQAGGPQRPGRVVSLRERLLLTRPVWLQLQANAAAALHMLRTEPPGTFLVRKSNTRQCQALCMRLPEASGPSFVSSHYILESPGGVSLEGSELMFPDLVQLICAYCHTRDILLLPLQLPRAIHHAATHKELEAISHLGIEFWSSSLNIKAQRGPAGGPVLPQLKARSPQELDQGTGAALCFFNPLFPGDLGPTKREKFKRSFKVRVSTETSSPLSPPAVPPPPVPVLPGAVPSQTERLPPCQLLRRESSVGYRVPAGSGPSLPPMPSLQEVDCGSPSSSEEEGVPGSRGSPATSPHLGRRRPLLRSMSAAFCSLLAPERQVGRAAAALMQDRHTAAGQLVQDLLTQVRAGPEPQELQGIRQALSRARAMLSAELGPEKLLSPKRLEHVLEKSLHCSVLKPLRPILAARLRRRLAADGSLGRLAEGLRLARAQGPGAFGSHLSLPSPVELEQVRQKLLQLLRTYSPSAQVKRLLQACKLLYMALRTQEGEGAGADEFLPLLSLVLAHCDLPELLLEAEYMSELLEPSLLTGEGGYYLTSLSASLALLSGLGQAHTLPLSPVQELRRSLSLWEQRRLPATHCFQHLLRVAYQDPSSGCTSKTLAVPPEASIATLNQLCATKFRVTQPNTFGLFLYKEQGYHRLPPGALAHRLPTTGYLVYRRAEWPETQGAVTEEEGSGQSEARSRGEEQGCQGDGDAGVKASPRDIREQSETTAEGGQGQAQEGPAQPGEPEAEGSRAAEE
E coli Lon inh: inhibits E. coli Lon protease. purified E. coli Lon protease, fluorescence polarization. AID 602123. P0A9M0. 360,000 tested, 0.42% active. inhibition, % at 7.94 µM; in the data active = inhibition above about 13%, passing the limit was not always enough;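 also: 0% = enzyme with probe and DMSO and 100% = no enzyme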
NRP1-CendR mod: alters CendR peptide binding to human NRP-1; 360,000 tested, 0.85% active; AID 602438; O14786; inhibition, % at 25 µM; FAM-RPARPAR peptide binding to NRP-1, fluorescence polarization;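 active = inhibition or corrected inhibition above about 18%, plus a signal ratio from 0.5 to 1.5, limit read from the data, passing the limit was not always enough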; also: strong numbers were not always called active
An asterisk follows results filed as active; i = inactive; / = no result given; + = active, no number.

structure	Neddyl block	MT1-MMP act inh	MsrA inh	bovine MsrA act	SKN-1 inh	FAS-TE inh	Rin1-Abl PPI inh	E coli Lon inh	NRP1-CendR mod
CCCC(=O)C1=C(O)C(C(=O)OC)C(C)(C)CC1=Nc1ccncc1 (centres undefined)	i	0	0.9	-2	1	-6	0	9	4
CCOc1ccc(C(=O)n2cnnc2N)cc1	i	2	2.6	-2	-1	1	-1	2	-1
COc1cc(/C=N/Nc2nc(=O)[nH]nc2C)ccc1O	i	0	4.7*	-8	-5	-5	-1	-10	4
CSc1nnnn1-c1ccc(C)c(Cl)c1	i	0	-0.7	-4	6	-6	-3	-1	-5
COc1ccc(/C=C/C(=O)c2cc(Br)ccc2OC(=O)c2ccco2)cc1OC	i	-8	0.2	-2	11	-3	2	-7	-3
COc1ccc(/C=N/NC(=O)C2c3ccccc3Oc3ccccc32)c(OC)c1	i	2	0.2	-2	-10	-5	-2	1	0
CC(C)CNC(=O)C(=O)NCc1ccccc1	i	0	0.1	-7	-16	-13	0	-9	6
O=C(c1ccc(Br)o1)N1CCCc2ccccc21	i	2	-0.9	-9	16	-5	4	2	-4
O=C(c1cc(-c2ccc(Cl)cc2)n(-c2cc(Cl)ccc2Cl)n1)N1CCOCC1	i	-3	-0.7	-6	-3	11	1	-7	13
CN(C)S(=O)(=O)c1cccc(COC(=O)c2cccnc2Cl)c1	i	2	0.2	-3	10	-3	1	5	5
CCOc1cc(N2CCOCC2)c(OCC)cc1NC(=O)CN1C(=O)NC(Cc2ccccc2)C1=O (centres undefined)	i	3	1.1	-2	1	-1	-2	-2	4
O=C(CCCCCn1c(=O)[nH]c2ccccc2c1=O)NCCCN1CCN(c2ccccc2F)CC1	i	5	-0.3	-12	-9	-7	-2	1	-2
COC(=O)Cn1ncc2c3ccccc3n(Cc3ccccc3)c2c1=O	i	0	0.4	-1	-15	0	3	5	2
CC1CCCCC1NS(=O)(=O)CCNC(=O)c1ccccc1 (centres undefined)	i	2	-0.3	2	-14	-2	-4	-3	10
O=C(Nc1ccccc1)C1=C(O)CC(c2ccoc2)CC1=Nc1ccccc1 (centres undefined)	i	-7	-0.7	-8	0	27	4	2	2
Cc1cc(C)cc(NC(=O)C(OC(=O)Cn2cnc3c2c(=O)n(C)c(=O)n3C)c2ccccc2)c1 (centres undefined)	i	-1	-0.9	-2	16	5	0	-3	1
Nc1nc(CCl)nc(Nc2ccccc2)n1	i	-1	-0.4	0	1	-4	-1	-1	-6
CNS(=O)(=O)c1cccc(C(=O)OCC(=O)Nc2ccc(-c3nc4ccc(C)cc4s3)cc2)c1	i	9	/	0	10	-2	-2	-3	-17
CC(C)OC(=O)CN1C(=O)S/C(=C/c2ccc(N3CCCCC3)o2)C1=O	i	-73	-0.2	-3	8	-47	-6	-417	-24
N#Cc1c(-c2ccc(F)cc2)cc(-c2cccs2)nc1SCC(=O)O	i	2	4.1	-3	2	5	-3	-9	0
COC(=O)c1ccc(C2C(Oc3ccccc3)C(=O)N2CCc2ccc(OC)c(OC)c2)cc1 (centres undefined)	i	-18	-0.5	-11	-6	-1	-1	-6	12
COc1ccc(NC(=O)C[C@H]2C(=O)N(Cc3ccccc3)C[C@@H]2c2ccc(OC)cc2)cc1	i	0	-0.5	-3	14	-5	-2	5	-2
O=C(Cn1nnc2ccccc21)c1ccccc1	i	2	-0.5	-3	3	-8	-2	7	2
COC(=O)C[C@H]1CC[C@@H](NS(=O)(=O)c2ccc(C)cc2)[C@@H](CO)O1	i	0	-1.3	/	-5	/	/	/	0
Cc1cc(C)c(C)c(S(=O)(=O)N2C(=S)NC(=O)C2CC(C)C)c1C (centres undefined)	i	8	1.2	-3	7	0	3	-2	-24
CCC(C)Nc1nc(OCC(F)(F)F)nc(OCC(F)(F)F)n1 (centres undefined)	i	3	-0.4	0	5	-1	3	2	-8
Cc1cc(NC(=O)COC(=O)CC2CCCC2)c([N+](=O)[O-])cc1C	i	2	1.5	-4	-1	27	-1	-12	9
Cc1ccn2c(/C=N/OCc3ccc(F)cc3)c(-c3ccc(Cl)cc3)nc2c1	/	4	1.2	-6	-13	21	3	-10	-3
CSC12CCCN(CCC(C(C)(C)C)C1)C2=O (centres undefined)	i	/	0.7	-14	1	-7	/	8	-15
COc1ccc(/C=C2/CCCC(C(=O)C(F)(F)F)=C2O)cc1OC	i	2	1.6	-4	15	8	2	-10	18
CCOc1ccc(/C=N/n2nnnc2N)cc1OCC	i	1	4.8*	-4	-3	-3	-1	9	3
CCc1nn2c(N3CCOCC3)cc(C)nc2c1-c1ccccc1	i	0	1.5	-4	-9	-1	1	-3	4
CCCc1nc2ccccc2c(C(=O)OCC(=O)NCc2ccco2)c1CC	i	2	1.9	-2	-21	5	-4	-3	-3
O=C(COc1ccc(Cl)cc1)N1CCN(C(=O)c2ccccc2F)CC1	i	1	-0.5	-2	1	-2	3	4	-3
CCc1ccc(OCC(=O)Nc2ncc3c(n2)CC(C)(C)CC3=O)cc1	i	-1	0.1	-7	-11	-3	5	-5	-7
O=C1NC(=S)SC1=Cc1cc(Br)ccc1O	i	-1	0.6	-6	10	0	-3	-104	-245
Cc1nc2sc(C(c3ccccc3)N3CCN(C)CC3)c(O)n2n1 (centres undefined)	i	3	-0.1	-4	11	1	-3	-7	8
Cn1c(-c2ccc(-c3ccccc3)cc2)c[nH]c1=S	/	-6	-0.7	2	-6	13	2	2	6
CCN1C(=O)[C@H]2[C@@H](c3ccc(-c4ccc(OC)cc4)cc3)N3CCCC[C@@]3(C(=O)OC)[C@H]2C1=O	i	-15	-0.4	-2	-3	39	-1	-4	7
CC(C)C(C(=O)Nc1ncn[nH]1)N1C(=O)c2ccccc2C1=O (centres undefined)	i	2	-0.3	-4	-28	-9	-1	-9	-6
CCn1cc(C(=O)NCc2ccco2)c(=O)c2cc(S(=O)(=O)N3CCCCCC3)ccc21	i	-8	0.8	-3	0	78*	1	1	-13
COc1ccc(C(=O)C2CCCN(Cc3cn[nH]c3-c3ccccc3)C2)cc1OC (centres undefined)	i	-1	-0.4	-1	0	0	6	-2	11
O=C(COc1ccc([N+](=O)[O-])cc1)Nc1cccnc1	i	2	-0.3	0	-3	-1	0	1	-5
COc1ccc(/C=N\NC(=O)COc2ccccc2Cl)cc1Cn1nc(C)cc1C	i	12	-1.3	-3	23	-9	0	-8	-9
O=C1CCC(C(=O)Nc2cc(C(F)(F)F)ccc2-n2cncn2)=NN1	i	-7	0.9	-11	12	-4	-2	-8	0
COc1cc(C(=O)NCC(=O)N/N=C/c2ccc(-c3cccc([N+](=O)[O-])c3)o2)cc(OC)c1OC	i	11	5.3*	-2	8	10	1	0	-2
COc1ccc(/C=N/NC(=O)c2ccc(O)cc2)cc1CN1CCCc2ccccc21	i	2	3.2	-6	7	2	-1	-1	-21
COc1ccc(-n2nccc2-c2nn(-c3cccc(OC)c3)c(=O)n(C)c2=O)cc1	i	-2	1.5	-2	-12	7	-1	-1	-10
Cc1cc(=O)c2cccc(Br)c2[nH]1	i	-6	1.5	-5	13	-7	4	4	-2
Cc1nnc(SCCn2c(N3CCC(C)CC3)nc3c2c(=O)[nH]c(=O)n3C)s1	i	6	-1.1	-11	-5	-8	3	-13	5

The list continues.
structure	Neddyl block	MT1-MMP act inh	MsrA inh	bovine MsrA act	SKN-1 inh	FAS-TE inh	Rin1-Abl PPI inh	E coli Lon inh	NRP1-CendR mod
c1ccc(Oc2cccc(NC3=NCCC3)c2)cc1	i	-5	2.2	1	-7	-36	1	2	-4
COc1ccc(C(=O)OCC(=O)NCCN2C(=O)CSC2=O)cc1[N+](=O)[O-]	i	0	0.9	-9	-9	4	2	7	5
COc1cccc(C(c2c(NC(=O)c3ccco3)sc(C)c2C)N2CCOCC2)c1 (centres undefined)	+	0	-0.2	-1	18	28	2	-10	5
O=C(CSc1ncccn1)N1CCN(C(c2ccccc2)c2ccccc2)CC1	i	-6	1.0	-6	5	2	-2	-2	-20
O=C(O)C1CC(=O)N(C2CCCCC2)C1c1ccccc1 (centres undefined)	i	8	1.1	-2	7	-4	0	-5	7
COc1cccc(-c2ccc(SCC(=O)c3ccccc3)nn2)c1	i	-2	-0.3	2	-7	22	-4	1	2
CCOc1ccc(OCCn2nnc3ccccc3c2=O)cc1	i	-1	1.5	0	-2	9	4	2	-2
COc1ccc(S(=O)(=O)N2CC(O)CC2C(=O)OCC(=O)Nc2ccc(Cl)cn2)cc1 (centres undefined)	i	1	-0.8	-1	0	-6	-4	1	2
Nc1nc(Br)c2ccccc2c1-c1ccccc1	i	-11	1.8	-3	8	14	0	-4	6
CCc1ccccc1N(CC(=O)N1CCN(c2ccccc2F)CC1)S(C)(=O)=O	i	0	0.5	-3	-9	-3	2	2	5
CC(c1ccc2c(c1)OCO2)n1c(=S)[nH]c2ccccc2c1=O (centres undefined)	i	-6	0.8	-1	6	24	1	8	8
N#Cc1ccc(C(=O)N2CCN(c3ncccn3)CC2)cc1	i	-1	-1.7	-1	4	-5	3	7	5
Cc1ccc(S(=O)(=O)NCCc2ccc(S(N)(=O)=O)cc2)cc1	i	-5	-0.8	1	6	-6	0	-7	-14
Cc1nc(-c2cc(-c3nc(-c4cc(C(F)(F)F)cc(C(F)(F)F)c4)no3)no2)cs1	i	6	0.1	1	9	16	-2	-3	12
Cc1noc(C)c1CSCC(=O)Oc1ccc(N(C)S(=O)(=O)c2ccccc2)cc1	i	-3	0.6	-3	9	18	-2	-3	2
c1ccc2c(-c3cc(NCc4ccncc4)n4nccc4n3)cccc2c1	i	-1	-0.2	-5	17	-9	-1	2	4
CCOC(=O)C1=C(C)N(c2ccccc2)C(=O)C1CC(=O)O (centres undefined)	i	-2	0.3	-3	10	-3	-1	-5	4
Cc1ccnc(NC(=O)CCC(=O)c2cc(C)sc2C)c1	i	-12	1.7	-3	1	-15	-2	-43	-98
CC(=O)Nc1cccc(/C(C)=N/NC(N)=S)c1	i	0	0.5	0	-6	-5	-1	-5	4
COC(=O)[C@@]1(Cc2ccc(F)cc2)[C@H]2c3cc(C(=O)N(C)C)n(CC4CC4)c3C[C@H]2CN1C(=O)c1ccccc1	i	-4	0.3	-8	-2	11	/	0	1
N#Cc1cccc(NC(=O)Cn2cnc(S(=O)(=O)N3CCc4ccccc43)c2)c1	i	1	/	-1	13	1	-4	-4	7
Cc1cccc(C)c1OCC(=O)Nc1ccccc1N1CCCCC1	i	-7	-0.4	-1	10	26	1	-14	13
O=C(/C=C/c1cccc([N+](=O)[O-])c1)N1CCN(Cc2ccccc2)CC1	i	1	0.2	-5	10	70*	1	0	5
O=C(c1ccc2c(c1)N(Cc1ccc(F)cc1)C(=O)c1ccccc1S2(=O)=O)N1CCN(c2ccccn2)CC1	i	0	-0.2	-1	3	57*	2	3	-6
Clc1ccc(-c2nc3ccccc3n2OCc2ccccc2)cc1	i	-7	0.3	-1	-18	30	-5	2	-1

Record cards (already shown). Values in the order: Neddyl block, MT1-MMP act inh, MsrA inh, bovine MsrA act, SKN-1 inh, FAS-TE inh, Rin1-Abl PPI inh, E coli Lon inh, NRP1-CendR mod
Cc1ccc(S(=O)(=O)NCCc2ccc(S(N)(=O)=O)cc2)cc1 is listed with i, -5, -0.8, 1, 6, -6, 0, -7, -14
COC(=O)[C@@]1(Cc2ccc(F)cc2)[C@H]2c3cc(C(=O)N(C)C)n(CC4CC4)c3C[C@H]2CN1C(=O)c1ccccc1 is listed with i, -4, 0.3, -8, -2, 11, /, 0, 1
Cc1cccc(C)c1OCC(=O)Nc1ccccc1N1CCCCC1 is listed with i, -7, -0.4, -1, 10, 26, 1, -14, 13

Assay outcomes from PubChem BioAssay.
